Pol eta inh: DNA polymerase eta (human) inhibition; AID 588591; recombinant Pol eta, fluorescent DNA replication assay; Potency, µM (doses to about 114 µM), without a hit: at the highest dose activity change, negative = inhibition, most hits filed as inhibitors; hit rate 1.2% among 390,000; Q9Y253; note: potency is the fitted concentration of half-maximal effect; % is set by controls: 0 for no effect and ±100 for the full control effect
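Pol eta at 10 nM preincubated with compounds 15 min at room temperature; reaction started with fluorescent substrate (50 nM final) and read kinetically at 0 and 10 min.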
GLS inhibitor: glutaminase GLS (human) inhibition. O94925. GLS enzymatic activity, qHTS titration. Potency, µM (series often up to 45.5 µM), without a hit: at the highest dose activity change, negative = inhibition, usual class: inhibitors. hit rate 0.21% among 410,000. AID 624170; note: potency is the fitted concentration of half-maximal effect; % is set by controls: 0 for no effect and ±100 for the full control effect
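hKGA; 45 mM KH2PO4 pH 8.2 + 0.02% Tween-20; cpd via pin tool; 1 mM Gln soln; GluOx/HRP/Amplex Red; RT 30 min; fluor. t0 & final.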
JMJD2A Tudor: blocks the human JMJD2A Tudor domain | O75164 | AlphaScreen JMJD2A-Tudor / H3K4me3 peptide binding | Potency, µM (doses to about 114 µM), for the others: at the top dose activity change, negative = inhibition, usual class: inhibitors | hit rate 4.4% among 390,000 | AID 504339; note: potency is the fitted concentration of half-maximal effect; % is set by controls: 0 for no effect and ±100 for the full control effect; nearly all actives have a fitted effect of over 50% in size
PI4K2A inh: PI4K2A (human) kinase inhibition | Q9BTU6 | hit rate 0.13% among 420,000 | activity change, negative = inhibition, % at 76.9 µM | purified PI4K2A, ADP-Glo luminescence, 1 h; hits give low values; in the data active = activity change below about -50%; inconclusive = mostly about -30% to -49%;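 note: -100% = wells without enzyme as full effect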
Target sequence (Q9BTU6 whole entry, looked up): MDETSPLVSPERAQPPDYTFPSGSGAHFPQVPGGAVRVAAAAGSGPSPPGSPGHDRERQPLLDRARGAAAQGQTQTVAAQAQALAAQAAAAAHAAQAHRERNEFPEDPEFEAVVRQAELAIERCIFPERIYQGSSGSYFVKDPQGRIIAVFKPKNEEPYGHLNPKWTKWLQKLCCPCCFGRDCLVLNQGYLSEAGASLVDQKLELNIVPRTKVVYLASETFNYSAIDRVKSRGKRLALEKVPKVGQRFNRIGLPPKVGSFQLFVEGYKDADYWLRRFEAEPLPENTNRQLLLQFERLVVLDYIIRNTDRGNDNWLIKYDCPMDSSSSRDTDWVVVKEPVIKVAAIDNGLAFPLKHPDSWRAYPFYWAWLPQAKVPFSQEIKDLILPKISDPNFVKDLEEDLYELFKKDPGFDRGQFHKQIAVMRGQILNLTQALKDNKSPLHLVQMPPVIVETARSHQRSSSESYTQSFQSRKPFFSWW
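In this quantitative HTS, ADP production by PI4K2A was quantified luminescently after 1 h at ambient temperature; 100 microM adenosine served as plate-quality control.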
HP1b chromo inh: HP1-beta chromodomain-methylated histone interaction inhibition | P83916 | AlphaScreen HP1-beta / biotin-H3K9me3 peptide binding | Potency, µM (doses to about 114 µM), for inactives: at the top dose activity change, negative = inhibition, most hits filed as inhibitors | hit rate 0.56% among 390,000; note: potency is the fitted concentration of half-maximal effect; nearly all actives have a fitted effect of over 70% in size; inactives centre near 23
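AlphaScreen: HP1-beta (50 nM) preformed 30 min with biotin-H3(1-18)K9me3 peptide (50 nM) in PBS pH 7.4, 0.01% Tween-20. Compound added for 30 min at RT, then streptavidin donor/nickel chelate acceptor beads (10 ug/mL) for 30 min.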
Pin1 inhibitor: blocks the human prolyl isomerase Pin1 | Potency, µM (doses to about 115 µM), without a hit: at the highest dose activity, negative = inhibition, most hits filed as inhibitors | hit rate 0.009% among 390,000 | Pin1 FP peptide displacement, HiFluor488, 10 min; active = well fitted inhibition curve with a large enough effect in the polarisation, with a control signal flat, not every such curve was filed as active; inconclusive = small, poorly fitted or top-dose-only effect, or effect the other way, or a change in a side signal; inactive = no such curve, though single readings can be large or run the other way; the % refers to the polarisation; note: potency is the fitted concentration of half-maximal effect; % is set by controls: 0 for no effect and ±100 for the full control effect
Target sequence (Q13526 whole entry, looked up): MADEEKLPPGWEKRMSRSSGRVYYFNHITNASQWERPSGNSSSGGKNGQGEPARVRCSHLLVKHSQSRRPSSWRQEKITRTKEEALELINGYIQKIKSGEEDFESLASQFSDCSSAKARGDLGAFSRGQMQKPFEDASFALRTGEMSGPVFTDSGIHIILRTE
BAZ2B inh: BAZ2B (human) inhibition; hit rate 4.4% among 360,000; AID 504333; AlphaScreen BAZ2B-H3K14Ac peptide displacement; Potency, µM (titrated, usually from 114 µM), inactives show at the highest dose activity change, negative = inhibition, most hits filed as inhibitors; note: potency is the fitted concentration of half-maximal effect; % is set by controls: 0 for no effect and ±100 for the full control effect; nearly all actives have a fitted effect of over 60% in size
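Complex of BAZ2B and biotin-H3K14Ac (50 nM apiece) forms over 30 min at RT, then faces library compounds up to 110 uM for another 30 min; AlphaScreen beads added, 20 min dark incubation, luminescence read.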
PGK inhibitor: blocks T. brucei phosphoglycerate kinase | PGK/GAPDH coupled, Kinase-Glo luminescence, 60 min | Potency, µM (titrated, usually from 57.5 µM), inactives show at the highest dose activity change, negative = inhibition, usual class: inhibitors | hit rate 0.043% among 380,000 | AID 602233; note: potency is the fitted concentration of half-maximal effect; % is set by controls: 0 for no effect and ±100 for the full control effect; nearly all actives have a fitted effect of over 60% in size
Target sequence (P07378 whole entry, looked up): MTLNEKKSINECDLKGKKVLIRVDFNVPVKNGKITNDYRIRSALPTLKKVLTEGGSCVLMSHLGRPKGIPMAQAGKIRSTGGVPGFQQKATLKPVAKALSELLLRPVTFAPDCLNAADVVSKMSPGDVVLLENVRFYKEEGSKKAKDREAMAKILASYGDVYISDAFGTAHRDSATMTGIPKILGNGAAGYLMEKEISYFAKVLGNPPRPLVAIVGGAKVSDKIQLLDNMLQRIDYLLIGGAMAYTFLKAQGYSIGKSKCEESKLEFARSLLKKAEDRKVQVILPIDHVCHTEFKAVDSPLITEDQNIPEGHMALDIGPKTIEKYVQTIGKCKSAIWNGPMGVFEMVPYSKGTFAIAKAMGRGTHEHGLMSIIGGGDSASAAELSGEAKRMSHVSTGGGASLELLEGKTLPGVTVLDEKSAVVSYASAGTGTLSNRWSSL
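Luminescent ATP detection (Kinase-Glo Plus) follows a 60-minute room-temperature incubation, with wells lacking PGK as controls. Buffer: 100 mM TEA (pH 7.6), 5 mM MgCl2, 0.01% Tween-20. Coupling enzyme GAPDH (100 nM final) supplies unstable 1,3-BPG in-well.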
G9a block: inhibitors of human histone lysine methyltransferase G9a | Q96KQ7 | G9a H3K9 monomethylation, AlphaScreen, 2 h | Potency, µM (highest dose often 102 µM), for the others: at the highest dose activity, negative = inhibition, actives largely listed as inhibitors | hit rate 8.8% among 350,000; note: potency is the fitted concentration of half-maximal effect; % is set by controls: 0 for no effect and ±100 for the full control effect; nearly all actives have a fitted effect of over 75% in size
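Enzyme 20 nM + cpd, 15 min RT; add b-H3K9 pep 500 nM / SAM 20 uM; 2 h RT; anti-H3K9me1 Ab 0.5 ug/mL + SA donor / anti-rabbit acceptor beads 20 ug/mL each, 10 min; AlphaScreen read.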
Starred values were filed as active, the others as inactive; i = inactive; ? = inconclusive; / = no result given; & = joins results of further samples; [ ] = another dose, or the depositor's remark. Unless noted, calls come from the whole dose curve; as a rule, active = well fitted curve in the direction sought with a large enough effect; inconclusive = small, poorly fitted or top-dose-only effect, or another doubt; inactive = no such curve, though single readings can be large; an effect the other way counts as inactive or inconclusive. Some of the compounds tested; rates above refer to the full screens.

SMILES	Pol eta inh	GLS inhibitor	JMJD2A Tudor	PI4K2A inh	HP1b chromo inh	Pin1 inhibitor	BAZ2B inh	PGK inhibitor	G9a block
O=C(C1=C(O)C(=O)N(CCCn2ccnc2)C1c1cccc(Br)c1)c1ccco1 (stereo not drawn)	2%	-2%	-16%	0	38%	-1%	-12%	3%	/
COCc1cc(C)nc(OCC(=O)N/N=C/c2ccc(O)cc2)c1C#N	-9%	?	-10%	3	34%	7%	-5%	-5%	8%
COc1ccc(NC(=O)Cc2nnc(SCC(=O)NC3CCCCC3C)n2C)cc1 (stereo not drawn)	-9%	7%	-8%	0	-11%	0%	-5%	-3%	-4%
CN(C(=O)c1cccc(NC(=O)Cc2ccc(NC(=O)C3CCCN(C(=O)CCc4ccccc4)C3)cc2)c1)C1CCCC1 (stereo not drawn)	-22%	4%	-14%	0	22%	?	/	-8%	/
COc1ccc(NS(=O)(=O)c2cccc(C(=O)NCC(c3ccc(OC)cc3)N3CCCC3)c2)cc1 (stereo not drawn)	-18%	1%	?	2	-2%	10%	?	-6%	?
Cc1nc(SCc2ccc(F)cc2)c([N+](=O)[O-])[nH]1	-7%	2%	-13%	-6	14%	-10%	-2%	-8%	25µM*
O=C(c1ccc(NS(=O)(=O)c2ccc3[nH]c(=O)[nH]c3c2)cc1)N1CCCC(C(F)(F)F)C1 (stereo not drawn)	-2%	1%	-3%	3	19%	-4%	11%	-8%	3%
CN(C)c1ccc(CNC(=O)c2sc3ncccc3c2-n2cccc2)cc1	-17%	7%	28µM*	2	?	-8%	18µM*	i	22µM*
CCCn1nnc(NC(=O)c2ccc(Cl)cc2Cl)n1	-8%	0%	7%	7	37%	-3%	-22%	1%	?
Cc1c(C(=O)N2CCN(Cc3ccccc3)CC2)oc2c1C(=O)CC(C)(C)C2	-20%	-1%	-17%	3	18%	0%	79µM*	i	35µM*
CC(=O)Cc1nsc(NC(=O)c2ccc(-c3ccccc3Cl)o2)n1	-11%	3%	?	-10	23%	4%	-5%	-7%	-27%[12.7 µM]
COc1ccc(OC)c(C2C(C(=O)c3ccco3)=C(O)C(=O)N2Cc2cccnc2)c1 (stereo not drawn)	-14%	1%	-21%	-1	36%	-1%	?	-7%	?
O=S1(=O)c2ccc(Br)cc2N2CCC[C@@H]2CN1Cc1ccccc1	-12%	1%	0%	-3	35%	82%[activator]	/	7%	/
CCCCOc1ccc(CN=C(N)N)cc1Cl	-5%	8%	-10%	0	39%[activator]	-12%	-3%	-2%	-9%
O=C(NCc1ccccc1)c1ccc(-c2ccc(F)cc2)o1	-17%	1%	-32%	5	3%	-1%	?	12%	3%[2.33 µM]
O=C(c1ccccc1)c1cc2ccc(O)cc2oc1=O	8%	7%	-7%	-87*	16%	5%	11%	?	-37%[59 µM]
CCSc1nnc(NC(=O)c2cc(-c3ccccc3O)n[nH]2)s1	-9%	-11%	0%	-14	45%[activator]	5%	-2%	-7%	/
NNC(=O)C1CCCN1S(=O)(=O)c1ccc(Cl)cc1 (stereo not drawn)	3%	3%	-11%[57.1 µM]	8	18%	-10%	-23%	-2%	19%
CC12CCC(=O)N1C(C(=O)Nc1cc(Cl)ccc1N1CCOCC1)CS2 (stereo not drawn)	-15%	-2%	-22%	-4	-4%	0%	-12%	-3%	?
O=C(O)c1c(C(=O)O)c(-c2ccc(Br)cc2)n2c1CSC2	4%	11%	-18%	-4	17%	-18%	-31%	-1%	-19%
Cc1ccc(-c2nnc(SCc3ccccc3C#N)o2)cc1	-19%	-6%	-11%	-5	24%	1%	-6%	1%	5%[59 µM]
NS(=O)(=O)c1ccc(NC(=O)COC(=O)CNC(=O)C23CC4CC(CC(C4)C2)C3)cc1	-3%	3%	-7%	-1	50%[activator]	2%	1%	0%	-5%
CS(=O)CSc1nc2c(cc1C#N)CCCC2 (stereo not drawn)	-4%	-3%	-1%	4	20%	3%	-27%	/	?
CC(CN1CCN(C)CC1)OC(=O)c1ccc(Cl)cc1Cl (stereo not drawn)	-3%	-2%	?	5	12%	-9%	?	-7%	-41%[59 µM]
CCCCc1nnc(NC(=O)CSCc2cc(=O)n3ccsc3n2)s1	-16%	-1%	-7%	8	14%	2%	-19%	-4%	16%
CCc1c(C(=O)Nc2nnc(C3CC3)s2)csc1C	-1%	9%	-4%	6	24%	2%	-6%	-2%	-25%[12.7 µM]
CCN(CC)c1nc(N)nc(NS(=O)(=O)c2ccc(Cl)cc2)n1	-6%	4%	-8%	4	37%	0%	2%	2%	15%
COc1ccc(N2C(=O)c3ccc(C(=O)Nc4ccc(NC(C)=O)cc4)cc3C2=O)cc1	13%	7%	1%	0	22%	12%	4%	5%	-10%
NNC(=O)c1ccc(CSc2nc3ccccc3[nH]2)cc1	-2%	8%	-17%	3	20%	4%	-15%	4%	-8%
COc1cccc(N2CN(CCc3ccccc3)CNC2=S)c1	-2%	0%	-15%	1	17%	-1%	-19%	7%	-30%

Profiles from above. Order of screens: Pol eta inh	GLS inhibitor	JMJD2A Tudor	PI4K2A inh	HP1b chromo inh	Pin1 inhibitor	BAZ2B inh	PGK inhibitor	G9a block
Shown for COc1ccc(N2C(=O)c3ccc(C(=O)Nc4ccc(NC(C)=O)cc4)cc3C2=O)cc1 : 13%	7%	1%	0	22%	12%	4%	5%	-10%
Shown for NNC(=O)C1CCCN1S(=O)(=O)c1ccc(Cl)cc1 (stereo not drawn) : 3%	3%	-11%[57.1 µM]	8	18%	-10%	-23%	-2%	19%
Shown for Cc1ccc(-c2nnc(SCc3ccccc3C#N)o2)cc1 : -19%	-6%	-11%	-5	24%	1%	-6%	1%	5%[59 µM]
Shown for O=C(c1ccccc1)c1cc2ccc(O)cc2oc1=O : 8%	7%	-7%	-87*	16%	5%	11%	?	-37%[59 µM]

Additional records.
SMILES	Pol eta inh	GLS inhibitor	JMJD2A Tudor	PI4K2A inh	HP1b chromo inh	Pin1 inhibitor	BAZ2B inh	PGK inhibitor	G9a block
O=C(Cn1ccc(C(F)(F)F)n1)N/N=C/c1cccs1	-11%	3%	-9%	-1	16%	1%	2%	-8%	-13%[59 µM]
Nn1c(SCc2cccc(C(F)(F)F)c2)nnc1-c1ccco1	-1%	11%	-16%	4	6%	-1%	-18%	2%	-1%
O=C(Cc1cccc(NC(=O)C2CCCN(C(=O)CCc3ccccc3)C2)c1)Nc1cccc(C(=O)N2CCOCC2)c1 (stereo not drawn)	0%	1%	-18%	-2	25%	0%	/	-8%	/
COC(=O)c1ccc(CNC(=O)c2ccc(OC)c(S(=O)(=O)NC3CC3)c2)cc1	-2%	1%	/	2	/	/	/	-2%	/
Cc1ccc(C)c(N2CCN(Cc3nnc(-c4ccccc4)o3)CC2)c1	-4%	5%	-5%	0	42%[activator]	-2%	-3%	-8%	-3%[59 µM]
CC[n+]1c(C)n(-c2ccccc2)c2ccc(NC(C)=O)cc21	-16%	5%	?	3	?	-7%	-6%	8%	14µM*
Cc1oncc1C(=S)Nc1ccccc1	-9%	2%	-11%	-1	-16%	-1%	3%	2%[11.5 µM]	?
Cc1ccc2[nH]c(CSc3nnc(NC(=O)c4ccccc4C)s3)cc(=O)c2c1	12%	2%	-21%	-1	23%[57 µM]	?	56µM*	-12%	-44%[59 µM]
Cc1cccc(OCCn2ccnc2)c1	-10%	0%	5%	-1	32%	-1%	-19%	2%	?
CN(C)C(=O)COc1ccc2c(-c3ccccc3)cc(=O)oc2c1	11%	-1%	-17%	4	26%	-1%	-7%	-10%	24%[59 µM]
COc1ccccc1N1CCN(C(c2ccc(F)cc2)c2nnnn2C(C)C)CC1 (stereo not drawn)	-19%	13%	-18%	3	7%	-4%	1%	-2%	-6%
CCOC(=O)Cc1csc(NC(=O)c2cccc(OC)c2)n1	-10%	8%	-4%	0	34%	-7%	4%	6%	-8%[59 µM]
O=C(O)C1C2CCC(C2)C1C(=O)NCCc1ccccc1 (stereo not drawn)	-7%	-9%	4%	3	29%	1%	-2%	-5%	10%
Cc1ccc(CCNC(=O)CCCn2nc(C)c3c(C)n(-c4ccc(C)cc4)nc3c2=O)cc1	-4%&-8%	-28%&9%	-19%&-15%	3&5	42%&31%[activator]	34%&5%[activator]	-29%&-15%	-1%	-12%
C=CCn1c(Oc2cccc(C)c2)nc2c1c(=O)n(C)c(=O)n2C	-19%	0%	-15%	-2	15%	1%	-10%	-10%	-2%[59 µM]
C=CC[C@H](CC(=O)N(CCO)Cc1ccccc1)C(=O)N[C@H](COC(=O)[C@@H](CC=C)CC(=O)OC(C)(C)C)Cc1c[nH]c2ccccc12	-22%	-1%	?	-7	5%	4%	/	1%	/
c1cnc(NCCNc2ncccn2)nc1	-9%	-2%	-4%	2	34%	-7%	10%	-4%	-10%[59 µM]
CC(=O)N1CN(S(=O)(=O)c2ccc(C)cc2)CC1C (stereo not drawn)	-4%	-7%	-3%	2	24%	0%	6%	i	16%
O=[N+]([O-])c1cccc2ccc(/C=C/c3ccc(F)cc3)nc12	-17%	2%	?	-4	-16%	12%	?	-5%	13µM*
O=C(NC1CCCCC1)c1cc(C2CC2)on1	-16%	-4%	1%	3	29%	10%	-1%	3%	-5%
COc1cccc(NC(=O)CN(C)C(=O)/C=C/c2cn(-c3ccccc3)nc2-c2ccc(C)cc2)c1	-23%	-2%	-19%	-2	31%	-1%	-6%	0%	?
CC(C)CCN1CCN(Cc2ccc(C#CCCO)cc2)CC1CCO (stereo not drawn)	-19%	2%	-16%	-6	4%	-3%	-3%	-4%	-30%
Cc1ccccc1-n1c(SCC(=O)N2CCN(c3ccccc3)CC2)nnc1-c1ccncc1	-19%	20%	-22%	5	20%	-5%	12%	6%	45µM*
CCN(C(=O)Cn1cnc2c1c(=O)n(C)c(=O)n2C)C1CCS(=O)(=O)C1 (stereo not drawn)	-16%	-1%	3%	-10	23%	2%	-6%	-5%	-6%[59 µM]
COc1ccccc1CNC(=O)c1cc(-c2cccnc2)nc2ccccc12	-6%	2%	-12%	-4	28%	1%	-15%	6%	-4%
